SENP1 inh: blocks the human SENP1 SUMO protease catalytic domain; recombinant SENP1 catalytic domain, CyPet-SUMO1-YPet FRET cleavage; Q9P0U3; 0.21% of 360,000 active; inhibition, % at 10 µM;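 active means inhibition at least 30% at 10 µM, raw YFP signal under a set limit, fluorescence ratio 0.5 to 1.5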;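 further: 0% = enzyme with DMSO and 100% = no enzyme wells; some results filed as inactive read as strong as hits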
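system = hSENP1 catalytic domain, recombinant | reagent = SFCypet-SUMO1-SFYpet substrate at 25 nM | doses = one dose per compound, 10 µM, 0.5% DMSO | incubation = enzyme reaction for 50 min at room temperature, dark | measured by = FRET, CFP and YFP emission | controls = no-enzyme low, enzyme-DMSO high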
NLRP3 yeast inh: NALP3 inhibition in yeast; Yeast reconstituted NLRP3/ASC/caspase-1, beta-gal luminescence, 24 h; inhibition, % at 10 µM; 0.39% of 330,000 active; AID 2825;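 active means inhibition of 50% or more; inactive means inhibition below 50%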;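 further: plate controls were induced DMSO wells for no effect and uninduced yeast grown without galactose for full effect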
HKDC1 inhibitor: HKDC1 (human) hexokinase inhibition; Q2TB90; recombinant HKDC1, G6PDH/diaphorase resazurin coupled fluorescence; inhibition, % at 20 µM; 0.16% of 340,000 active; AID 493160;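 active means inhibition above about 35% when tested at 20 µM, limit read from the data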;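 further: plate controls were DMSO wells with enzyme for no effect and DMSO wells lacking enzyme for full effect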
Target sequence (Q2TB90 whole entry, looked up): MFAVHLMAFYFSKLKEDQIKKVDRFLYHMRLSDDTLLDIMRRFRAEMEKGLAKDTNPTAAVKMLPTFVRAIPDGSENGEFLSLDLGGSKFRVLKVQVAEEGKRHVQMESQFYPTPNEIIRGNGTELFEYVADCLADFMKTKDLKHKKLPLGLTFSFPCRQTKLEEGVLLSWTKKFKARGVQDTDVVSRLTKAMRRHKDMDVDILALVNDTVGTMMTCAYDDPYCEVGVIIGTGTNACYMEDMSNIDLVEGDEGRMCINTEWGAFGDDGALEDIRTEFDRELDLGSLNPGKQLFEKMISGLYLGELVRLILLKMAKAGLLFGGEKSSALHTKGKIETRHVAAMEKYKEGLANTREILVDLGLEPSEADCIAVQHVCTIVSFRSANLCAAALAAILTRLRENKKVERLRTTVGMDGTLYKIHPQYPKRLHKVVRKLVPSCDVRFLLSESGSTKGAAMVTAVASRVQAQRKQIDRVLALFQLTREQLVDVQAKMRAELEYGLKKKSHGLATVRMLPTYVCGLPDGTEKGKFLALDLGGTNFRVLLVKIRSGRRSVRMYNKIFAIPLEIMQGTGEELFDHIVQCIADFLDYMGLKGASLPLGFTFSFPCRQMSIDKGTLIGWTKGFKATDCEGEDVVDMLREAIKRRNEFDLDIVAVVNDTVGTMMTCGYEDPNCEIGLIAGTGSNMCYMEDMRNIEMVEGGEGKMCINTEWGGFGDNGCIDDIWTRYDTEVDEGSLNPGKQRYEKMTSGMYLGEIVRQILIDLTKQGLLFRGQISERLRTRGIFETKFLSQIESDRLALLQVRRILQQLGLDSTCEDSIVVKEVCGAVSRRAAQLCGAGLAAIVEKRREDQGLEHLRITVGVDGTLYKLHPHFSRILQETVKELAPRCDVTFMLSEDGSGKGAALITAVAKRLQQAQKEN
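Assay system – recombinant HKDC1 (HK5) hexokinase enzyme, produced in-house · Input – HKDC1 at 5 µg/mL · Reagent – glucose plus 1 mM ATP as hexokinase substrates · Timing – 90 min reaction incubation at room temperature, dark · Measured by – G6PDH/diaphorase-coupled fluorescence, 1 mM NADP, 100 µM resazurin, 525/613 nm · Benchmarks – DMSO-enzyme wells negative, buffer-substituted wells positive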
SENP8 block-1: SENP8 (human) protease inhibition. Q96LD8. recombinant SENP8, Nedd8 substrate fluorescence. inhibition, % at 20 µM. 0.64% of 360,000 active. AID 602440; in the data active means inhibition mostly above about 40%, no sharp cut-off; inactive means mostly below about 27%
PfG6PD inh: PfG6PD (Plasmodium falciparum) enzyme inhibition; PfGluPho enzyme, NADPH resazurin-diaphorase fluorescence; inhibition, % at 20 µM; 0.78% of 350,000 active;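 active means inhibition reaching at least a set limit at 20 µM in the primary screen, cut at about 59% in these data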;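 further: 0% = DMSO wells with substrate and 100% = DMSO wells lacking glucose-6-phosphate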
SENP7 block: SENP7 protease inhibition; 1.5% of 330,000 active; AID 434973; recombinant SENP7, Z-RLRGG-aminoluciferin luminescence, 40 min; inhibition, % at 5 µM; Q9BQF6;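 active means inhibition above about 50% at the single test dose, limit read from the data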;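 further: plate controls were DMSO with enzyme for no effect and no enzyme buffer wells for full effect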
Apaf1 inhib: inhibitors of human Apaf-1 apoptosome. reconstituted apoptosome caspase-3 activity, DEVD-Rh110 fluorescence. inhibition, % at 20 µM. 0.71% of 330,000 active; active means inhibition of at least 40% at 20 µM;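 further: plate controls were DMSO wells for no effect and DEVD-CHO caspase inhibitor wells for full effect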
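Material: cell-free apoptosome with Apaf-1, procaspase-3 and caspase-9; Buffer or medium: Hepes pH 7.5 with detergent and BSA; Reagent: cytochrome c trigger plus (Z-DEVD)2-Rh110 caspase-3 substrate; Times: compound with Apaf-1, dATP, procaspase-3 30 min, then 50 min reaction, room temperature; Technique: Rh110 fluorescence intensity.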
SENP8 block-2: blocks the human protease SENP8 | Q96LD8 | purified SENP8, Z-RLRGG-aminoluciferin cleavage, luminescence | inhibition, % at 10 µM | 1.2% of 330,000 active | AID 2540; in the data active means inhibition above about 50%
SENP6 inh: blocks the human protease SENP6; Q9GZR1; Recombinant SENP6 catalytic domain, aminoluciferin luminescence; inhibition, % at 10 µM; 1.8% of 330,000 active;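 active means inhibition above about 50% at the single tested dose, limit read from the data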;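 further: plate controls were DMSO wells with enzyme for no effect and DMSO wells lacking enzyme for full effect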
Active calls of the source: *; nt = no result given; & = joins results of further samples.

SMILES	SENP1 inh	NLRP3 yeast inh	HKDC1 inhibitor	SENP8 block-1	PfG6PD inh	SENP7 block	Apaf1 inhib	SENP8 block-2	SENP6 inh
O=C(COc1ccc(Cl)cc1Cl)OCC(=O)N1CCCc2ccccc21	5	-4	0	6	9	1	20	-1	-8
COc1ccc([N+](=O)[O-])cc1NC(=O)CC1SC(=Nc2cccc(C)c2C)N(/N=C/c2cccc(OC)c2OC)C1=O (stereo not given)	2&2	2	0&2	8&18	6&-2	0	-6	-3	-2
O=C(N/N=C/c1ccccc1[N+](=O)[O-])c1cccs1	3	20	-6	8	-4	16	-16	5	-2
COc1ccc(C(=O)OCc2csc(C)n2)c(O)c1	2	12	-2	14	9	2	2	-5	-20
O=C(Nc1ccc(N2CCN(C(=O)c3ccco3)CC2)cc1)c1ccc(Br)cc1	1	-1	3	10	11	0	2	2	-5
Cc1[nH]c2ccccc2c1C(c1ccncc1)N1CCC(C)CC1 (stereo not given)	-3	0	1	8	14	3	2	-9	10
Nc1ccc(C(=O)NCC2(c3ccccc3)CCCC2)cc1	1	19	-4	10	6	-4	9	-1	6
CC(C)(C)c1ccc(C(=O)N2CCCN(c3ccc([N+](=O)[O-])cn3)CC2)cc1	-1	5	0	9	11	2	12	1	-7
O=C(c1ccc(F)cc1)C1CCN(C(=S)NCC2CCCO2)CC1 (stereo not given)	1	9	-4	11	-12	3	2	-4	-4
CN(Cc1nc(Cc2cccc(F)c2)no1)CC1COCCO1 (stereo not given)	4	9	-12	10	-5	-9	-3	-12	5
O=C(CSc1ncc(-c2ccccc2)n1CC1CCCO1)N1CCCCC1 (stereo not given)	0	7	-5	24	-10	-14	0	-4	-2
O=C1c2ccccc2C(=O)C1c1ccccc1	-1	6	-4	4	3	-2	2	-4	2
Cc1ccc2cc3cc(C(=O)NCCC(C)C)oc3nc2c1	-10	13	1	-466	-1	-1	-6	2	-2
Cc1[nH]nc2c1C1(CCC3(CC1)OCCO3)C(C#N)=C(N)O2	-2	4	12	5	-16	5	-2	3	-5
Cc1cccc(N2CC(C(=O)Nc3ccc(N4CCOCC4)cc3)CC2=O)c1C (stereo not given)	1	3	2	19	-12	0	3	2	1
CCCCC(=O)NC(c1ccco1)c1c(O)ccc2ccccc12 (stereo not given)	-2	15	9	-101	24	-1	13	-7	-4
Cc1cc([N+](=O)[O-])nn1Cc1c(F)c(F)c(F)c(F)c1F	-1	-1	-8	7	-7	-16	-19	2	-2
COC(=O)c1ccc(CN2CCN(Cc3ccccc3)C(CCO)C2)cc1 (stereo not given)	1	5	-1	12	-4	6	-3	6	-1
CC(=O)N1CCN(c2ccc(S(=O)(=O)N3CCOCC3)cc2[N+](=O)[O-])CC1	-3	8	-8	2	13	5	2	5	-6
Cc1ccc(S(=O)(=O)C2(C(=O)Nc3ccc(F)cc3)CC2)cc1	0	42	-5	14	-7	-6	-3	-9	-24
CCOC(=O)N1CCN(C(=O)c2ccc3c(c2)N=C(C)c2cc(Cl)ccc2S3)CC1	3	25	-4	-1	6	-16	15	-1	-21
CCC(C(=O)Nc1cccc(C(F)(F)F)c1)c1ccccc1 (stereo not given)	0	-5	-5	8	21	9	8	1	-6
COc1cc(/C=N/NC(=O)c2cccc([N+](=O)[O-])c2)ccc1OC(=O)c1ccco1	3	-19	20	3	12	-6	10	-1	-16
CCN1CCN(c2cc(C)c3cc(NC(=O)c4cncc(Br)c4)ccc3n2)CC1	-5	14	3	9	2	-2	18	-9	-3
OC(Cc1cccnc1)(c1ccccc1)c1ccccc1	3	nt	-3	8	-4	nt	nt	nt	nt
N#CC1=C(N)Oc2cc(N)ccc2C1c1ccc(Cl)cc1 (stereo not given)	-27	9	4	-3	-4	3	11	-4	-8
FC(F)(F)c1cccc(N/N=C/c2ccccc2)c1	0	nt	-7	-3	21	nt	nt	nt	nt
Cn1cc(S(=O)(=O)N2CCC(C(N)=O)CC2)c(=O)n(C)c1=O	-1	10	-5	9	-4	-4	2	2	-4
CCOc1ccc(N=C2NC(=O)SC2CC(=O)OC)cc1 (stereo not given)	0	-4	-2	7	-7	2	-21	-5	0
OCCN(Cc1ccccc1)Cc1ccc(Cl)cc1	2	10	11	19	-9	3	7	-102	-7
CCCCN(CCCC)c1nc2ccccc2nc1C(C#N)C(=O)NCCCOC (stereo not given)	10	13	-6	-373	-11	0	12	-2	3
COC(=O)c1ccccc1NC(=O)Cn1c(=O)n(CCC(=O)NC2CCN(Cc3ccccc3)CC2)c(=O)c2ccccc21	-2	-1	-4	2	4	0	-20	2	8
COc1cccc(NC(=O)c2ccc3c(c2)OCCO3)c1	1	25	5	11	10	97*	3	94*	94*
CCOc1ccc(NC(=O)CSc2nc(NS(=O)(=O)c3ccc(C)cc3)cc(=O)[nH]2)cc1	-3	17	1	4	15	2	21	7	-8
CN1CCN(S(=O)(=O)c2ccc(NC(=O)c3ccccc3F)cc2)CC1	-1	15	-6	7	-2	5	-5	2	-10
COc1ccc(NC(=O)CN(C)C(=O)c2cccc(S(=O)(=O)N3CCN(c4ccc(F)cc4)CC3)c2)cc1	0	nt	-2	10	4	nt	nt	nt	nt
O=C(CSc1nc2ccccc2c(=O)[nH]1)c1ccc(O)c(O)c1	2	18	1	18	-9	0	-31	2	-5
Clc1cccc(Cl)c1Cn1nnc(-c2cccs2)n1	1	-18	4	23	-14	-3	-2	10	-6
O=C(CNC(=S)N(Cc1ccccc1)Cc1ccccc1F)NCc1ccccc1	3	7	1	14	7	4	16	4	-6
COc1ccc(C2(C)CC(=O)NC2=O)cc1 (stereo not given)	2	13	-3	11	-2	-3	-1	-1	0
COCCn1c(-c2ccc(Cl)cc2)cnc1SCC(=O)NCc1cccs1	-1	5	-3	27	2	1	7	-3	-18
Cc1ccc(NC(=O)COc2ccc(-n3cnnn3)cc2)cc1C	1	2	-8	12	10	4	-4	4	3
CCn1c(=S)[nH]c2nc3c(cc2c1=O)CCCC3	-12	-9	-3	-8	-22	0	3	-9	15
O=C(COC(=O)C1CCN(C(=O)c2ccc(Cl)cc2)CC1)Nc1ccccc1F	2	20	2	1	4	1	-3	-1	-11
COC(=O)c1c(-c2ccccc2)noc1-c1ccccc1	3	33	-3	21	9	6	3	-2	-10
CC1CC(C)(C)NC(=S)N1CCC(=O)N1CCN(Cc2ccccc2)CC1 (stereo not given)	-1	-1	-6	24	2	3	-1	1	-3
CC1CN(C(=O)COc2ccc3ccccc3c2Br)CC(C)O1 (stereo not given)	1	15	4	9	-1	14	6	-4	13
COc1ccc(CCNC(=O)c2ccc3nc[nH]c3c2)cc1	-4	-1	-2	-7	-12	6	-1	-5	-18
CO/N=C(\CCC(=O)O)c1cccs1	-1	-9	-7	11	-1	3	-20	-4	-3
COc1ccccc1OCC(=O)OCC(=O)Nc1ncc(Cl)cc1Cl	6	19	-3	4	-4	-10	2	-7	-15
Cn1c(=O)c2ccccc2n(Cc2ccccc2Cl)c1=O	2	-5	6	-2	-11	-9	1	-9	4
COc1ccc(NS(=O)(=O)c2cc(NC(=O)c3cnccn3)ccc2N2CCCC2)cc1	1	8	15	17	-5	-1	9	5	15
Cc1ccc(-c2ccc(S(=O)(=O)N3CCCC3)cc2)cc1	1	20	-9	0	17	-4	6	-2	-16
COc1cc(/C=N/NC(=O)CCN2CCN(Cc3ccccc3)CC2)cc(OC)c1OC	0	13	13	7	-5	-4	3	3	5
Cc1ccc(NC(=O)CCOc2ccccc2)cc1	-5	26	0	14	7	-4	0	1	-1
COC(=O)c1ccc(CSc2nnc(-c3c[nH]c4ccccc34)n2C)o1	3	-3	-5	10	0	-2	-4	9	-2
NC(=O)c1sc(=S)n(-c2ccc(Br)cc2)c1N	1	1	-4	-11	6	6	7	-5	8
Cc1cc(C)n(C(=O)c2ccccc2[N+](=O)[O-])n1	1	9	8	12	-9	-6	-2	0	-6
CCOc1cc(C(N)=O)cc(Cl)c1OCC	3	3	-11	12	-7	0	-9	-1	4
CS(=O)(=O)c1ccccc1C(=O)NCCC(c1ccccc1)c1ccccc1	-1	7	-1	6	-18	-11	6	-2	-8

A draw from above in order of number of heavy atoms, low to high.
SMILES	SENP1 inh	NLRP3 yeast inh	HKDC1 inhibitor	SENP8 block-1	PfG6PD inh	SENP7 block	Apaf1 inhib	SENP8 block-2	SENP6 inh
COc1ccc(CCNC(=O)c2ccc3nc[nH]c3c2)cc1	-4	-1	-2	-7	-12	6	-1	-5	-18
COC(=O)c1ccc(CSc2nnc(-c3c[nH]c4ccccc34)n2C)o1	3	-3	-5	10	0	-2	-4	9	-2
CC1CC(C)(C)NC(=S)N1CCC(=O)N1CCN(Cc2ccccc2)CC1 (stereo not given)	-1	-1	-6	24	2	3	-1	1	-3

(continued)
SMILES	SENP1 inh	NLRP3 yeast inh	HKDC1 inhibitor	SENP8 block-1	PfG6PD inh	SENP7 block	Apaf1 inhib	SENP8 block-2	SENP6 inh
CC[N+]1=CN(c2ccccc2)C(C)=CC1(C)C	-2	-1	-10	4	4	-2	5	-7	-21
OCCC1CN(Cc2cccc(-n3cccn3)c2)CCN1Cc1ccccc1 (stereo not given)	1	16	-3	6	3	-1	-14	7	13
COC(=O)C1=C(C(=O)OC)[C@@H]2N(C)c3ccccc3[C@@]23C[C@@H](CO)N(C(=O)c2cccs2)C3=N1	3	15	-4	14	3	9	5	-10	-26
COC(=O)NC1c2ccccc2Oc2ccc(C)cc21 (stereo not given)	-1	10	-3	14	-16	5	2	7	5
Cc1ccc(OCCNC(=O)CCNS(=O)(=O)c2ccc(Br)cc2)cc1	-2	2	2	27	-5	-9	12	-19	-13
CCOC(=O)Cc1cnc(NC(=O)NC(C(=O)OCC)(c2ccccc2)C(F)(F)F)s1 (stereo not given)	2	-7	0	11	-15	-7	-16	8	0
O=C(NCc1ccccc1)C(c1ccncc1)N(C(=O)c1csnn1)C1CC1 (stereo not given)	2	9	-4	12	-13	-5	-5	-4	2
CC(Oc1ccc(Cl)cc1Cl)C(=O)NCc1ccncc1 (stereo not given)	0	16	-1	10	-4	-21	15	-17	-18
O=C1NC(c2cccc([N+](=O)[O-])c2)=CCN1c1ccccc1O	2	-2	28	17	4	7	-8	5	1
CCCCCCC(c1c(C)n(C)n(-c2ccccc2)c1=O)c1c(C)n(C)n(-c2ccccc2)c1=O	1	0	-1	9	15	-7	16	-2	-20
CS(=O)(=O)N(Cc1ccc(C(=O)N2CCc3ccccc3C2)cc1)c1ccccc1	0	7	-4	19	9	5	22	-3	-15
O=[N+]([O-])c1cccnc1N1CCC(c2cc(-c3ccc(Cl)cc3Cl)n[nH]2)CC1	0	17	1	24	17	6	21	-1	-2
Cc1ccc(NC(=O)CC2S/C(=N/N=C3\CCCc4ccccc43)NC2=O)cc1 (stereo not given)	0	4	8	13	-5	14	20	-4	5
Cc1cc(=O)[nH]c(N/N=C/c2c(C)oc3ccccc23)n1	-1	4	5	6	13	2	-15	2	6
